# Compound activity from PubChem.
# RT RNaseH block: HIV-1 RT RNase H inhibitors, primary screen, biochemical, fluorescence; Gag-Pol polyprotein (Human immunodeficiency virus type 1 group M subtype B (isolate …; RT-RNase H RNA/DNA duplex cleavage; inhibition, % at 10 µM; 1.9% of 65,000 active; AID 565, 2006; in the data active = inhibition above about 50%
# RmlCD inh mix: RmlC and RmlD coupled enzyme inhibitors, primary screen, biochemical, 384-well, compound mixtures, retest. 0.39% of 110,000 active. inhibition, % at 5.5 µM. RmlC/RmlD coupled enzyme inhibition, 384-well mixture HTS; in the data active = inhibition above about 30%, passing the limit was not always enough; inconclusive = no clear call, values can overlap the other calls; also: strong numbers were not always called active
# * marks the source's active call; other numbers are inactive results; ? = inconclusive; . = no result given. Not all compounds are listed; the hit share may differ from the screen's.
SMILES,RT RNaseH block,RmlCD inh mix
Nc1cc(Cl)ccc1Oc1ccc2ccccc2c1,.,6
Cc1cc(C)c(NC(=O)CSc2nc(COc3ccccc3)nc3ccccc23)c(C)c1,.,-6
O=C(CSc1nc(-c2ccccc2)cs1)N1CCN(C(=O)c2ccco2)CC1,-31,8
CC1(C)Cc2c(cnn2-c2ccccc2)C(=O)/C1=N\NC(=O)c1ccccc1O,.,10
CCOc1c2ccc(C(=O)NCc3ccc4c(c3)OCO4)cc2nn1CCOC,.,14
COc1cccc2cc(C(=O)NCc3ccco3)c(=Nc3ccc(C(=O)O)cc3)oc12,.,8
Cc1nc2ccccc2c2oc(C(=O)NCC3CCCO3)cc12 (stereo not given),-11,9
Cc1ccc(O)c(-c2cc(C(F)(F)F)[nH]n2)c1,.,5
Cc1ccc(CN2C(=O)C3CCCN3c3ccc(S(=O)(=O)N4CCOCC4)cc32)cc1 (stereo not given),.,2
COc1ccc(-c2nnc(Nc3nc4c(OC)cccc4s3)o2)cc1,16,.
COC(=O)c1ccc(Cl)c(NC(=O)CN(c2ccc3c(c2)OCO3)S(C)(=O)=O)c1,-2,1
CCc1cccc2c(C#N)cn(CC(=O)N3CCOCC3)c12,4,-5
CC(C)NCC(O)COc1ccc(CCOCC2CC2)cc1 (stereo not given),-11,11
CS(=O)(=O)N(CC(=O)Nc1ccc2c(c1)OCO2)c1ccccc1,-20,-42
O=C(O)c1ccc(COc2c(F)c(F)cc(F)c2F)o1,-1,1
O=C(CCn1c(=O)oc2ccccc21)N(Cc1ccccc1)c1ccccc1,.,4
O=C(c1ccc(NC2=NC3CS(=O)(=O)CC3S2)cc1)N1CCN(Cc2ccccc2)CC1 (stereo not given),.,-5
CC(C)CNC(=O)c1coc(=O)c(Br)c1,.,4
CSc1nc(C)cc(-n2ccc(=O)[nH]c2=O)n1,6,4
Cc1cc2oc(=O)cc(CN3CCN(Cc4ccc5c(c4)OCO5)CC3)c2cc1C,-4,8
O=C(Nc1ccc(F)cc1)NC1CCCCC1,.,7
Cc1c(-c2ccccc2)oc2nc3c(c(=O)n(C)c(=O)n3C)n12,-14,.
CN(C)C(CNS(=O)(=O)c1ccc(Cl)cc1)c1cccnc1 (stereo not given),.,7
Cc1ccsc1C(=O)NNC(=O)C1CCCCC1C(=O)O (stereo not given),.,-12
O=C(c1ccc(Br)o1)N1CCN(c2ccc3nnc(-c4ccccc4)n3n2)CC1,-55,-4

# Single entries from the list:
# `CSc1nc(C)cc(-n2ccc(=O)[nH]c2=O)n1` in RmlCD inh mix = 4
# `COc1cccc2cc(C(=O)NCc3ccco3)c(=Nc3ccc(C(=O)O)cc3)oc12` in RmlCD inh mix = 8

# (list continues)
SMILES,RT RNaseH block,RmlCD inh mix
Cc1nnc(NC(=O)CCCCCN2C(=O)C3C4C=CC(C4)C3C2=O)s1 (stereo not given),3,21
COCCNC(=S)N/N=C(\C)c1ccc(-n2ccnc2)cc1,.,-2
Cc1ccc(Cc2nc(-c3cccc(C)c3)no2)cc1,-20,7
COc1ccc(-c2nnn(CC#N)n2)cc1OC,.,12
C#CCNC(=O)C1=C[C@H](c2coc3ccccc3c2=O)[C@@H](CCCO)[C@H](OCC)O1,.,-13
Cc1onc(-c2ccccc2)c1C(=O)Nc1sc2c(c1C#N)CCC(C)C2 (stereo not given),-7,-45
COc1ccc(Cc2nn3c(-c4ccccc4OC)nnc3s2)cc1,-7,16
Oc1ccc(-c2csc(-c3ccccc3)n2)cc1O,.,15
CCCc1cc(=O)oc2c(C)c(OCC(=O)c3ccc(N4CCCC4)cc3)ccc12,.,-7
Nc1ccccc1C(=O)OCC(=O)Nc1ccc(Br)cc1F,.,-25
CCn1c(=O)n(CC(=O)NC2CCCC(C)C2C)c(=O)c2ccccc21 (stereo not given),1,10
O=C(N[C@@H](Cc1ccccc1)C(=O)OCc1ccccc1)c1nc[nH]c1C(=O)N1CCc2ccccc2C1,.,-13
CCC(=O)Nc1ccc2c(c1)nc(CCN1CCN(C)CC1)n2C,1,-11
CCOc1ccc(NC(=O)Cn2nnc(-c3ccccc3NC(=O)CC)n2)cc1,4,8
COc1ccc(Cl)cc1-c1n[nH]c(=S)o1,7,-2
CC(=O)Nc1ccc(S(=O)(=O)NCc2ccc(C(=O)NC(C)c3ccccc3)cc2)cc1 (stereo not given),.,6
COc1ccc(-n2ncc3c(SCC(=O)N4CCN(c5ccccc5OC)CC4)ncnc32)cc1,.,-7
O=C(CN1C(=O)NC2(CCCC2)C1=O)N1CCN(C(=O)c2ccco2)CC1,-12,-12
CCCS(=O)(=O)N1CCN(C(=O)COc2ccccc2)CC1,.,-10
O=C(NCc1ccco1)C(c1ccco1)N(CCc1ccccc1)C(=O)Cn1nnc2ccccc21 (stereo not given),0,1
Cc1ccc(CNC(=O)C2CCCN2C(=O)NCc2ccccc2)cc1 (stereo not given),.,-3
COC(=O)c1cnn(-c2cc(Oc3ccccc3)ncn2)c1N,.,-2
COc1cccc(-n2nc(-c3ccnn3-c3ccc(C)cc3)c(=O)n(C)c2=O)c1,.,10
CCCOc1ccc(/C(O)=C2/C(=O)C(=O)N(CCN(C)C)C2c2ccncc2)cc1 (stereo not given),-8,.
COc1ccc(OCCC(=O)Nc2cc(C)on2)cc1,6,4

# Rewritten with two lines to a compound: entries from further up
# Order of values – RT RNaseH block	RmlCD inh mix
- CCC(=O)Nc1ccc2c(c1)nc(CCN1CCN(C)CC1)n2C
→ 1	-11
- CCCc1cc(=O)oc2c(C)c(OCC(=O)c3ccc(N4CCCC4)cc3)ccc12
→ .	-7
- C#CCNC(=O)C1=C[C@H](c2coc3ccccc3c2=O)[C@@H](CCCO)[C@H](OCC)O1
→ .	-13

# The results go on.
SMILES,RT RNaseH block,RmlCD inh mix
CC(C)N(Cc1nc(-c2ccccc2)no1)C(=O)CSc1ccccc1,-8,5
Cc1cc(C)n(-c2c(F)c(F)c(CO)c(F)c2F)n1,.,-17
C#CCOCCOCCOCCNc1nc(N2CCN(C(=O)C([C@@H](C)CC)n3cc(C(N)COC(=O)C(F)(F)F)nn3)CC2)nc(N2CCN(C(=O)C([C@@H](C)CC)n3cc(C(N)CC(C)C)nn3)CC2)n1 (stereo not given in full),.,9
COc1cccc(CNS(=O)(=O)c2cc(Br)cc3c2N(C(C)=O)C(C)C3)c1 (stereo not given),.,6
Nc1c2c(nc3ccccc13)CCCC2,.,0
C[C@@H]1NC(=O)c2cc([N+](=O)[O-])cc(I)c2NCC[C@@H](C(N)=O)NC(=O)[C@H](CC(N)=O)NC1=O,.,-6
CCc1cc(-c2n[nH]c(C)c2-c2nc3ccccc3n2C)c(O)c(CN2CCN(C)CC2)c1O,5,-3
COc1ccc(-c2coc3c(CN4CCCCC4)c(O)c(CN4CCCCC4)c(O)c3c2=O)cc1,3,-6
O=S(=O)(c1cccc(-c2cn3cccnc3n2)c1)N1CCCCCC1,47,-25
COC(=O)c1ccc(CSc2nc3c(cnn3-c3ccc(C)c(C)c3)c(=O)[nH]2)o1,12,-7
Cc1ccccc1Nc1nc(CSc2nnc(-c3ccoc3C)n2C)cs1,19,5
CCCCNC(=O)c1onc(CSc2ccccn2)c1C(=O)NCCCC,.,1
COc1ccccc1Oc1c(C)oc2c(CN3CCN(C)CC3)c(O)ccc2c1=O,-8,.
O=C(COC(=O)Cc1ccc(S(=O)(=O)N2CCOCC2)s1)Nc1ccc2c(c1)OCO2,.,8
CCC(C)Oc1nc2ccccc2nc1NS(=O)(=O)c1ccccc1 (stereo not given),.,6
O=S(=O)(c1cnccc1N1CCN(/N=C/c2ccccc2)CC1)N1CCCCC1,.,-9
O=C(C1=C[C@H](c2ccccc2)C[C@H](OCc2ccc(CO)cc2)O1)N1CCN(Cc2ccc3c(c2)OCO3)CC1,.,8
COc1cc(OC)c2c(C)c(Cl)c(=O)oc2c1,-8,9
COc1ccc(Nc2ncc3c(n2)CC(c2ccc(C)cc2)CC3=O)cc1 (stereo not given),.,-10
C=CCOc1nc2c(c(=O)n(C)c(=O)n2C)n1Cc1ccc(Cl)cc1Cl,-2,-9
O=C(Cc1cc(=O)[nH]c(=O)[nH]1)N1CCN(CCO)CC1,.,3
CC(C(=O)OCC(=O)Nc1ccc(S(=O)(=O)N2CCCCC2)cc1)N1C(=O)c2ccccc2C1=O (stereo not given),.,2
COc1cc(N2C(=O)NC3CC2(C)Oc2ccc(Br)cc23)cc(OC)c1OC (stereo not given),5,.
COc1cc2c(cc1OC)C(C(=O)NCc1ccco1)C(c1cccs1)N(C)C2=O (stereo not given),-11,-6
CCCC12CN(C(=O)c3ccc(OC)cc3)CC(C)(CN(C(=O)c3ccc(OC)cc3)C1)C2=O,-1,5

# Another view of part of the listing above.
Molecule: C[C@@H]1NC(=O)c2cc([N+](=O)[O-])cc(I)c2NCC[C@@H](C(N)=O)NC(=O)[C@H](CC(N)=O)NC1=O
- RT RNaseH block = .
- RmlCD inh mix = -6

Molecule: O=C(O)c1ccc(COc2c(F)c(F)cc(F)c2F)o1
- RT RNaseH block = -1
- RmlCD inh mix = 1

Molecule: C=CCOc1nc2c(c(=O)n(C)c(=O)n2C)n1Cc1ccc(Cl)cc1Cl
- RT RNaseH block = -2
- RmlCD inh mix = -9

Molecule: Cc1ccsc1C(=O)NNC(=O)C1CCCCC1C(=O)O (stereo not given)
- RT RNaseH block = .
- RmlCD inh mix = -12

# Back to the main list with the 3 entries that preceded the break.
SMILES,RT RNaseH block,RmlCD inh mix
COc1cc(N2C(=O)NC3CC2(C)Oc2ccc(Br)cc23)cc(OC)c1OC (stereo not given),5,.
COc1cc2c(cc1OC)C(C(=O)NCc1ccco1)C(c1cccs1)N(C)C2=O (stereo not given),-11,-6
CCCC12CN(C(=O)c3ccc(OC)cc3)CC(C)(CN(C(=O)c3ccc(OC)cc3)C1)C2=O,-1,5
O=C(Nc1ccccc1N1CCOCC1)c1ccc([N+](=O)[O-])cc1,.,6
Cc1ccc(/C(O)=C2\C(=O)C(=O)N(c3cc(C)on3)C2c2cccc(Br)c2)cc1 (stereo not given),-2,.
O=C1OCc2cc(NC(=O)C34CC5CC(CC(C5)C3)C4)ccc21,.,-5
Cc1ccc(C2CC(=O)NC(SCCC(C)C)=C2C#N)cc1 (stereo not given),65*,3
CC(C)CCN1CC(C(=O)NCCC2=CCCCC2)CC1=O (stereo not given),-8,37
CCN(CC)C(=O)Cn1nnc(-c2ccc(C)o2)n1,3,5
CCOC(=O)N1CCN(c2nc(-c3ccc(F)cc3)cs2)CC1,-4,0
Cc1ccccc1C(O)(Cc1ccccc1)C1CN2CCC1CC2 (stereo not given),.,12
C[C@]1(C(=O)NCCc2c[nH]c3ccccc23)C=C[C@@H](Cc2ccccc2)N1C(=O)c1ccccc1,.,4
CC(C)CC(=O)c1c[nH]c(C(=O)NCCc2ccccn2)c1,.,-1
COc1ccc2[nH]c(-c3ccc(C)cc3)cc(=O)c2c1,.,-9
CCCN1C2=NCCCN2c2ccccc21,.,4
COc1ccccc1C1(CC(=O)Nc2nccs2)CCOC(C(C)C)C1 (stereo not given),.,?
COc1ccc(OCCSc2nnc(-c3ccoc3C)n2C)cc1,-3,16
COc1ccc(-c2cc(NCCc3ccncc3)n3ncnc3n2)cc1,-12,9
N#CCCn1c(Cl)nc2ccccc21,-8,12
COc1ccccc1-n1c(CNC(=O)c2ccco2)nnc1SCC(=O)Nc1nccs1,3,-15
Cc1ccnc(NS(=O)(=O)c2ccc(N)cc2)n1,.,-14
CC(=O)Nc1ccc(C(=O)N2CCN(C(=O)c3ccco3)CC2)cc1,-3,-14
CCOC(=O)CNC(=O)c1ccc(C)cc1,.,0
O=C1CC(Cc2ccccc2)C(=O)N1CCCn1ccnc1 (stereo not given),-3,.
O=C(CCCn1c(=S)[nH]c2cc3c(cc2c1=O)OCO3)N1CCN(c2ccccc2)CC1,-12,4
C=CCn1c(=O)c2c(C)c(C)sc2n2c(Nc3ccccc3)nnc12,-23,-12
